# D2 potentiator: HTS Assay for Positive Allosteric Modulators of the Human D2 Dopamine Receptor: Primary Screen for Potentiators; D(2) dopamine receptor (Homo sapiens), P14416; HEK293 T-REx D2, calcium flux, EC20 dopamine potentiation; potentiation, % at 10 µM; 340,000 compounds, 0.34% hits;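 active = potentiation over 3 SD above the plate norm, cut at about 30% in these data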; also: 0% is about no effect
#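 Primary screen. Calcium kinetics in induced HEK293 T-REx D2 cells: compound pre-addition 180 s, EC20 dopamine, 180 s more.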
# Vif-A3G inh: qHTS for Inhibitors of Vif-A3G Interactions: qHTS | Potency, µM (titrated, usually from 46.1 µM), inactives show at the top dose activity, negative = active, usual class: inhibitors | HeLa A3G-eYFP + Vif (tagged APOBEC3G with the HIV-1 protein that degrades it), YFP fluorescence, overnight | 410,000 compounds, 0.076% hits | DNA dC->dU-editing enzyme APOBEC-3G (Homo sapiens), Q9HC16;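 also: potency is read from the fitted curve at half-maximal effect; % is scaled to controls: 0 for no effect and ±100 for the full control effect; nearly all actives have a fitted effect of over 60% in size; hits raise eYFP signal because A3G escapes Vif-driven loss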
#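 HeLa cells stably expressing Vif and C-terminally eYFP-tagged A3G, seeded overnight at 37 deg C, then exposed to compound by pintool overnight at 37 deg C. Rise in yellow fluorescence (Ex 488/Em 500-530, Acumen) marks blocked Vif-driven A3G degradation.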
# Glioma ERSR ind: qHTS for Inducers of the Endoplasmic Reticulum Stress Response (ERSR) in Human Glioma: qHTS; Potency, µM, inactives show at the highest dose activation, most hits filed as activators; U87-MG GRP78 promoter luciferase reporter, 16 h; 420,000 compounds, 0.02% hits; also: potency is read from the fitted curve at half-maximal effect; series mostly up to about 76 µM; % of control where 0% means no effect; nearly all actives have a fitted effect of over 35% in size
#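 Stably transfected U87-MG glioma cells carrying a GRP78-based luciferase sensor; 16 h compound incubation. Luminescence end-point read 10 min after Bright-Glo addition at room temperature.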
# D1 antagonist: Antagonist of Human D 1 Dopamine Receptor: qHTS; HEK293 TREx D1 cells, calcium flux, dopamine EC80; hits give low values; activity change, negative = inhibition, % at 10 µM; 360,000 compounds, 3.2% hits; in the data active = activity change below about -30%; also: % is scaled to controls: 0 for no effect and ±100 for the full control effect
#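 Tetracycline-induced HEK293 T-REx cells with force-coupled D1 receptor were loaded with a no-wash calcium dye. Compound was added after a 10 s baseline and read kinetically for 180 s; EC80 dopamine was then added and calcium flux followed another 180 s.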
# RXFP1 antag: qHTS Assay for Antagonists of the Relaxin Receptor RXFP1; Relaxin receptor 1 (Homo sapiens), Q9HBX9; AID 1259400, 2018; activity change, negative = inhibition, % at 57.5 µM; 350,000 compounds, 0.59% hits; HEK293-RXFP1, relaxin-stimulated cAMP HTRF, 30 min; hits give low values;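 active = activity change of -60% or lower, but not beyond a set lower limit; inconclusive = change between -60% and -40%, or beyond the set limit; inactive = change above -40%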; also: % is scaled to controls: 0 for no effect and ±100 for the full control effect
# Target sequence (Q9HBX9 whole entry, looked up): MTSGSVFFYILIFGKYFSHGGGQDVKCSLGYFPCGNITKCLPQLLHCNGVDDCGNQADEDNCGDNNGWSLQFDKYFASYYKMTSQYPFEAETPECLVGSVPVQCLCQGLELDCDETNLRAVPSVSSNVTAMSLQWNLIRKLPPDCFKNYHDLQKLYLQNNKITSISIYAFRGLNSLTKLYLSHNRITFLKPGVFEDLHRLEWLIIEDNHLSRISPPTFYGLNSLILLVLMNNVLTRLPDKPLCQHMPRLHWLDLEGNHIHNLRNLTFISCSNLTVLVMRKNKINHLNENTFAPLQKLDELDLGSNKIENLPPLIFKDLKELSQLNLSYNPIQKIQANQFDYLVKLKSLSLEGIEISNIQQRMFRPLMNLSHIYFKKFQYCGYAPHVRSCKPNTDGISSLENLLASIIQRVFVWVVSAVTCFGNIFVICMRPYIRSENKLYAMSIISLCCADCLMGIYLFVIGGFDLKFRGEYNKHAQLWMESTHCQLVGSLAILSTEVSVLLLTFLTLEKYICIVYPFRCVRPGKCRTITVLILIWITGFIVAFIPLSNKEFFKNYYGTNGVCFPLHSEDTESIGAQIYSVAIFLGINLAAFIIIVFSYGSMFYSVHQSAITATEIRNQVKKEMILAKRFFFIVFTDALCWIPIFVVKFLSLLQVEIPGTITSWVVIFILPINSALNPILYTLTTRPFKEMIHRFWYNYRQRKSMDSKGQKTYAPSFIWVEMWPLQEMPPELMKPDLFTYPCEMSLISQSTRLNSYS
# D1 PAM: Potentiators of Human D1 Dopamine Receptor: qHTS. HEK293 TREx D1 cells, calcium flux, dopamine EC20 potentiation. potentiation, % at 10 µM. 360,000 compounds, 0.036% hits; in the data active = potentiation above about 30%; also: 0% is about no effect
# Vif-A3F inh: qHTS for Inhibitors of Vif-A3F Interactions: qHTS | 390,000 compounds, 0.2% hits | HeLa A3F-eYFP + Vif (tagged APOBEC3F with the HIV-1 protein that degrades it), YFP fluorescence increase | Potency, µM (titrated, usually from 46.1 µM), for the others: top-dose activity, negative = active; also: potency is read from the fitted curve at half-maximal effect; % of control where 0% means no effect; nearly all actives have a fitted effect of over 65% in size
#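 HeLa cells stably expressing Vif plus C-terminally eYFP-tagged A3F were seeded, incubated overnight at 37 deg C, dosed with compound, incubated overnight again at 37 deg C. Yellow fluorescence (Ex 488/Em 500-530) reported blocked Vif-mediated A3F-eYFP degradation.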
# RXFP1 agonist: qHTS Assay for Agonists of the Relaxin Receptor RXFP1; 370,000 compounds, 0.3% hits; AID 2676, 2010; Potency, µM (titrated, usually from 57.5 µM), for inactives: top-dose activation, most hits filed as activators; HEK293T-RXFP1 cAMP TR-FRET, 30 min; response scale: percent of porcine relaxin response, buffer zero; Relaxin receptor 1 (Homo sapiens), Q9HBX9; also: potency is read from the fitted curve at half-maximal effect; % is scaled to controls: 0 for no effect and ±100 for the full control effect; nearly all actives have a fitted effect of over 60% in size; many of its hits are not listed in these tables
#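 HEK293T cells stably expressing RXFP1 were pretreated with the PDE4 inhibitor Ro 20174, exposed to compounds for 30 min at 37C, lysed, and cAMP was read by TR-FRET. Data normalized to buffer (basal) and 29 nM porcine relaxin (100%).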
# D1 agonist: Allosteric Agonists of the Human D1 Dopamine Receptor: qHTS. D(1A) dopamine receptor (Homo sapiens), P21728. activation, % at 2 µM. HEK293 T-REx D1 cells, calcium flux, agonist mode. 360,000 compounds, 1% hits. AID 504660, 2011; in the data active = activation above about 30%; also: 0% is about no effect
#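 Tetracycline-induced HEK293 TREx D1 cells, force-coupled to calcium signalling, were dye-loaded with a no-wash calcium kit. Compound was pin-added after a 10 s baseline. Fluorescence was read kinetically at 1 cycle/s for 180 s, with calcium rises flagged as agonism.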
# * hit, by the source's call; ? = inconclusive; nt = no result given. Unless noted, calls follow the shape of the dose curve; as a rule, active = well fitted curve in the direction sought with a large enough effect; inconclusive = small, poorly fitted or top-dose-only effect, or another doubt; inactive = no such curve, though single readings can be large; an effect the other way counts as inactive or inconclusive. These rows are one share of the data; count on the stated rates, not on these rows.
SMILES,D2 potentiator,Vif-A3G inh,Glioma ERSR ind,D1 antagonist,RXFP1 antag,D1 PAM,Vif-A3F inh,RXFP1 agonist,D1 agonist
CCC(=O)c1ccc(Oc2nc3c(c(=O)n(C)c(=O)n3C)n2CC)cc1,3,7%,-2%,-4,8,-6,4%,8.3%,8
Cc1cc(Br)cc2c(C(=O)Nc3c(C)n(C)n(-c4ccccc4)c3=O)cc(-c3cccs3)nc12,2,-7%,-3%,-13,-2,-4,-5%,5.1%,2
COc1cccc(CSc2nc3ccncc3n2CC(=O)Nc2ccc(OC)c(OC)c2OC)c1,-15,6%,-2%,3,nt,-2,2%,10%,2
CC(C)OP(=O)(Nc1cccc2ccccc12)OC(C)C,8,-2%,0%,-1,-3,-5,-8%,1.3%,0
Cc1cc(C(=O)Nc2ccccc2N2CCOCC2)ccc1[N+](=O)[O-],5,1%,-4%,7,-5,-8,-10%,-0.2%,1
O=C1C(Nc2ccc(O)cc2)=C/C(=N/S(=O)(=O)c2cccs2)c2ccccc21,nt,-15%,-14%,-7,-21,-4,10%,-9.6%,13
CCOc1ccc2[nH]c3nc(SCC(=O)NC4CC4)nnc3c2c1,nt,1%,-1%,-6,-1,-4,0%,2.6%,0
O=C(O)CNc1ncccc1[N+](=O)[O-],4,0%,-3%,6,-9,-1,10%,1.1%,1
CCOC(=O)N1CCN(C(=O)c2cc(COc3ccc(OC)cc3Cl)on2)CC1,1,-2%,-1%,-22,-4,1,-30%,-0.5%,11
CCN(Cc1nc2cc(Cl)ccc2c(=O)[nH]1)C(=O)c1cccc(OCc2c(C)noc2C)c1,nt,-6%,-5%,27,-16,9,-11%,0.0%,1
COc1ccc(N(CN2C(=O)c3ccccc3C2=O)C(=O)COc2ccc(Cl)cc2Cl)cc1,4,0%,-4%,22,-4,-2,8%,-0.2%,5
COc1ccc(-c2nnc(SCC(=O)Nc3ncc(C(F)(F)F)cc3Cl)n2CC(C)C)cc1,4,-1%,-4%,9,-21,-1,3%,2.9%,-1
CC(C)C[C@H](NC(=O)N1CC(=O)Nc2ccccc21)C(=O)N[C@@H](Cc1c[nH]c2ccccc12)C(=O)O,9,0%,-1%,11,nt,3,11%,1.8%,1
CN(C)c1ccc(CNC(=O)Cn2ccc3cc(S(=O)(=O)N4CCCCCC4)ccc32)cc1,5,-2%,-3%,3,-5,-2,1%,19%,3
COc1ccc(C(CNC(=O)CSc2ccccc2F)N2CCOCC2)cc1 (stereo not drawn),12,1%,-3%,-21,3,3,-8%,0.0%,0
COc1cccc(CNC(=O)c2cc3c(s2)-c2ccccc2OC3)c1,-21,-22%,0%,-11,nt,-6,0%,5.3%,2
Cc1cc(C(=O)COC(=O)[C@H](C)NC(=O)c2ccco2)c(C)n1Cc1ccco1,-8,2%,3%,1,-1,-3,-6%,2.3%,5
Cc1ccc(NC(=S)N(CCCN2CCN(C)CC2)Cc2cccs2)cc1C,-2,-2%,-2%,5,0,9,8%,4.3%,6
COc1cccc(/C=N/Nc2ncnc(N)c2[N+](=O)[O-])c1OC,14,0%,-13%,12,-2,0,3%,11%,-3
COc1ccc(CNc2nc(-c3ccco3)nn2C(=O)CC(C)C)cc1,17,-2%,-2%,31,-18,0,7%,-0.6%,14
Fc1cc(F)c2nc(N3CCCC3)sc2c1,15,-5%,7%,24,-14,-2,5%,0.6%,-1
N#CC(C#N)=C1NC(N)=C(C#N)C(c2ccccc2)=C1C#N,-11,nt,nt,-7,nt,0,nt,28µM*,0
O=C(c1ccccc1)c1c(-c2ccccc2)[nH]n(-c2ccccc2)c(=O)c1=O,nt,0%,-6%,nt,-17,nt,0%,nt,nt
COc1cccc(/C=N/Nc2c(Cl)cncc2Cl)c1O,-8,-2%,-2%,9,-20,3,-3%,-2.6%,0
CCCCN=C1SC(C(=O)Nc2sc3c(c2C(=O)OC)CCC3)C(N)=C1C(=O)N1CCOCC1 (stereo not drawn),nt,2%,-2%,nt,-4,nt,-16%,nt,nt
CS(=O)(=O)NN1C(=O)c2ccccc2NC12CCCC2,9,1%,-2%,5,0,19,0%,-0.2%,2
CCOC(=O)c1cnc(SCC(=O)NCc2cccs2)nc1N,6,-2%,0%,10,-14,7,-6%,1.0%,7
COc1cc(Cl)ccc1OCc1cc(C(=O)N(C)Cc2cccc3cnccc23)no1,-1,2%,1%,-14,-7,-2,1%,4.8%,8
Cc1ccc2oc(=O)c(/C=C(\O)C(C)(C)C)nc2c1,4,-7%,-2%,2,12,0,?,-4.4%,1
CN(CC(=O)Nc1ccc(F)c(F)c1F)C(=O)c1cc(-c2ccncc2)nc2ccccc12,7,-6%,-2%,10,-11,-4,-12%,0.1%,3
COc1cc(/C=N/n2cnnc2)ccc1Oc1nc(Cl)ncc1F,-3,6%,-3%,6,-16,-2,5%,0.6%,1
Cc1cccc(C)c1NC(=O)CSc1nnc([C@@H]2CCCN2C(=O)OC(C)(C)C)o1,-2,6%,-5%,1,8,0,1%,-1.5%,2
CCC(=O)N1CCc2cc(Br)cc(S(=O)(=O)CCC(=O)NCCc3ccc(Cl)cc3)c21,-2,-2%,-3%,8,-14,2,2%,3.0%,3
O=C(NC(=S)Nn1cnc2c(cnn2-c2ccccc2)c1=O)c1ccc(Cl)cc1,-1,0%,-3%,6,-72*,-3,6%,-0.7%,1
CCCN(CCC)C(=O)/C=C/c1cccc([N+](=O)[O-])c1,-3,0%,1%,-6,9,5,0%,4.4%,2
CCOC(=O)c1c(C)[nH]c(C)c1S(=O)(=O)N1CCCC(C(=O)Nc2ccc(F)cc2F)C1 (stereo not drawn),10,-4%,-1%,-6,nt,4,4%,-2.2%,3

# Shown with bars between the fields: part of the list above
structure | D2 potentiator | Vif-A3G inh | Glioma ERSR ind | D1 antagonist | RXFP1 antag | D1 PAM | Vif-A3F inh | RXFP1 agonist | D1 agonist
O=C(c1ccccc1)c1c(-c2ccccc2)[nH]n(-c2ccccc2)c(=O)c1=O | nt | 0% | -6% | nt | -17 | nt | 0% | nt | nt
COc1cccc(/C=N/Nc2c(Cl)cncc2Cl)c1O | -8 | -2% | -2% | 9 | -20 | 3 | -3% | -2.6% | 0
CCCCN=C1SC(C(=O)Nc2sc3c(c2C(=O)OC)CCC3)C(N)=C1C(=O)N1CCOCC1 (stereo not drawn) | nt | 2% | -2% | nt | -4 | nt | -16% | nt | nt
CS(=O)(=O)NN1C(=O)c2ccccc2NC12CCCC2 | 9 | 1% | -2% | 5 | 0 | 19 | 0% | -0.2% | 2
CCOC(=O)c1cnc(SCC(=O)NCc2cccs2)nc1N | 6 | -2% | 0% | 10 | -14 | 7 | -6% | 1.0% | 7
COc1cc(Cl)ccc1OCc1cc(C(=O)N(C)Cc2cccc3cnccc23)no1 | -1 | 2% | 1% | -14 | -7 | -2 | 1% | 4.8% | 8
Cc1ccc2oc(=O)c(/C=C(\O)C(C)(C)C)nc2c1 | 4 | -7% | -2% | 2 | 12 | 0 | ? | -4.4% | 1
CN(CC(=O)Nc1ccc(F)c(F)c1F)C(=O)c1cc(-c2ccncc2)nc2ccccc12 | 7 | -6% | -2% | 10 | -11 | -4 | -12% | 0.1% | 3
COc1cc(/C=N/n2cnnc2)ccc1Oc1nc(Cl)ncc1F | -3 | 6% | -3% | 6 | -16 | -2 | 5% | 0.6% | 1
Cc1cccc(C)c1NC(=O)CSc1nnc([C@@H]2CCCN2C(=O)OC(C)(C)C)o1 | -2 | 6% | -5% | 1 | 8 | 0 | 1% | -1.5% | 2
CCC(=O)N1CCc2cc(Br)cc(S(=O)(=O)CCC(=O)NCCc3ccc(Cl)cc3)c21 | -2 | -2% | -3% | 8 | -14 | 2 | 2% | 3.0% | 3
O=C(NC(=S)Nn1cnc2c(cnn2-c2ccccc2)c1=O)c1ccc(Cl)cc1 | -1 | 0% | -3% | 6 | -72* | -3 | 6% | -0.7% | 1
CCCN(CCC)C(=O)/C=C/c1cccc([N+](=O)[O-])c1 | -3 | 0% | 1% | -6 | 9 | 5 | 0% | 4.4% | 2
CCOC(=O)c1c(C)[nH]c(C)c1S(=O)(=O)N1CCCC(C(=O)Nc2ccc(F)cc2F)C1 (stereo not drawn) | 10 | -4% | -1% | -6 | nt | 4 | 4% | -2.2% | 3

# The results go on:
SMILES,D2 potentiator,Vif-A3G inh,Glioma ERSR ind,D1 antagonist,RXFP1 antag,D1 PAM,Vif-A3F inh,RXFP1 agonist,D1 agonist
CCCCn1c(-c2ccsc2)nc2c1c(=O)[nH]c(=O)n2CCC,8,0%,-5%,-3,1,-3,0%,?,2
CC(=O)Nc1ccc(S(=O)(=O)NCCC(=O)Nc2cccc(Cl)c2)cc1,0,0%,-7%,-2,-2,nt,4%,-0.5%,6
Cc1cc(C)c(S(=O)(=O)NCC(c2ccco2)N2CCN(c3ccccc3)CC2)c(C)c1 (stereo not drawn),16,4%,-6%,nt,-34,-5,-2%,2.2%,-2
CC(OC(=O)c1ccc([N+](=O)[O-])s1)C(=O)NC1CCCCC1C (stereo not drawn),-8,-1%,-3%,-8,0,-2,?,-0.8%,2
COc1cccc(CN2C(=O)N(c3ccc(C)cc3)C(=O)C2CC(=O)Nc2cc(OC)cc(OC)c2)c1 (stereo not drawn),0,-3%,3%,3,-2,1,1%,5.1%,5
COCCN(CCOC)Cc1cc(=O)oc2cc3c(cc12)CCC3,10,-3%,-5%,1,4,-1,4%,4.7%,4
